Screening data as filed in PubChem.
MKP-3 inhibition: inhibition of rat DUSP6 enzyme activity – biochemical, in vitro, primary screen (AID 425). one-dose inhibition, % at 20 µM; IC50 in µM for titrated hits. recombinant MKP-3 phosphatase activity, fluorescence; higher % means a stronger effect. 110,000 tested, 0.17% active; in the data active = inhibition above about 50%;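 note: plate controls were vehicle for no effect and reference inhibitor for full effect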
Hsp70 displacement: small molecules displacing fluorescent ligand from Hsp70 – biochemical, fluorescence polarization, primary screen (AID 583); Hsp70 fluorescence polarization probe displacement, mP; higher % means a stronger effect; displacement, % at 20 µM; hits with a dose series show IC50 in µM; 140,000 tested, 0.06% active; in the data active = displacement above about 50%;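 note: plate controls were vehicle for no effect and reference ligand for full effect; a part of the inactive calls stands beside numbers as strong as those of hits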
Active calls of the source: *; nt = not tested or not shown; & = joins results of further samples. A portion of the library; rates above refer to the full screens.

MKP-3 inhibition,Hsp70 displacement,smiles
-7.5%,-1.1%,CCCS(=O)(=O)N1CCCC(C(=O)NCC2CCCO2)C1 (stereo not given)
-13.4%,3.7%,CCc1cc(C(=O)NCCN(C)C)cs1
nt,-2.5%,CN(CC(=O)N1CCc2[nH]c3ccc(F)cc3c2C1)CC1OCCO1
3.9%,5.8%,Cc1ccc(C2(C(F)(F)F)NC(=O)N3CCN=C3S2)cc1 (stereo not given)
4.5%,-1.4%,CCOC(=O)CNc1nnc(SCC(=O)OCC)[nH]c1=O
0.0%,3.6%,CC1(C(=O)N/N=C/c2ccc3c(c2)OCO3)CC1(Br)Br (stereo not given)
-2.2%,1.3%,Cc1ccccc1N1CC(c2nc3ccccc3[nH]2)CC1=O (stereo not given)
0.5%,0.4%,Cc1ccc(NC(=O)NCCN2C(=O)C3C4C=CC(C4)C3C2=O)cc1 (stereo not given)
-13.6%,-3.5%,CCN(Cc1ccccc1)C(c1cc2cc(C)ccc2[nH]c1=O)c1nnnn1CCOC (stereo not given)
-3.3%,nt,Cn1cc(S(=O)(=O)Nc2ccc(Br)cc2F)c(=O)n(C)c1=O
2.6%,-0.5%,COc1ccc(-c2cc(C(F)(F)F)n3nc(C(=O)NCc4ccccc4)cc3n2)cc1
-8.7%,-3.1%,O=c1cc(NCc2ccc3c(c2)OCO3)[nH]c(=O)n1-c1ccc(Cl)cc1
-16.0%,-5.4%,O=C1CC(c2ccco2)Cc2nc(Nc3ccc(F)cc3)ncc21 (stereo not given)
2.7%,1.3%,C(=C\CSc1cccc2cccnc12)/CSc1cccc2cccnc12
nt,0.2%,CCOC(=O)Cn1c2[n+](c3ccccc31)CC(O)CS2 (stereo not given)
5.7%,-3.8%,CCc1ccccc1NC1=C(Cl)C(=O)N(c2ccc(C)cc2C)C1=O
-8.7%,-1.3%,COc1ccccc1N(CC(=O)Nc1ccccc1C)S(C)(=O)=O
-10.1%,5.1%,O=C(NCCCN1CCCCC1)C1(S(=O)(=O)c2ccc(Cl)cc2)CC1
7.2%,6.0%,CC(=O)NC1=NC(=O)/C(=C\c2ccc(-c3ccccc3C(=O)O)o2)S1
2.5%,2.4%,c1ccc(-c2cc(-c3ccccc3)[nH]n2)cc1
-0.9%,-3.8%,O=C(NCC1(c2ccccc2)CCOCC1)C1(c2ccccc2)CCOCC1
-2.5%,1.7%,COCCNC(=O)C1CC(=O)N(C2CCCCC2)C1 (stereo not given)
-0.5%,2.6%,O=C(CSc1ncccn1)N/N=C/c1ccc(F)cc1
3.0%,3.7%,CC1CCN(C(c2ccc(N(C)C)cc2)c2nnnn2Cc2ccccc2)CC1 (stereo not given)
nt,6.8%,Cc1ccc(-c2csc(NC(=O)CSC3=NCCS3)n2)cc1
4.8%,-3.6%,Cc1ccc(C(O)(c2ccccc2)c2nc3ccccc3n2C(C)C)cc1 (stereo not given)
-1.0%,-1.2%,CCCCOc1ccc(-c2cc(C(=O)O)c3ccccc3n2)cc1
7.8%,-5.7%,COc1ccc(NC(=O)CN(C)S(=O)(=O)c2cccs2)cc1
-0.6%,1.0%,CCOC(=O)N1CCC(Nc2c(N3CCN(c4cc(Cl)ccc4C)CC3)c(=O)c2=O)CC1
2.2%,-4.9%,COc1ccc(NC(=O)c2ccc(I)cc2)cc1Cl
-10.3%,0.6%,CCN(CC)S(=O)(=O)c1cccc(C(=O)Oc2cccnc2)c1
-3.9%,-0.9%,CCc1cccc(NC2c3ccccc3C(=O)N2c2cccnc2)c1 (stereo not given)
1.2%,1.3%,CCOc1ccccc1CNC(=O)C1CCC(=O)N1C(C)C (stereo not given)
4.0%,-1.4%,CCOc1ccc(/C=C2\SC(=S)N(CCC(=O)Nc3ccccn3)C2=O)cc1
-3.8%,4.7%,Cc1ccc(NCCCC(=O)N/N=C/c2cccs2)cc1
-7.7%,4.6%,Cc1cc(C(=O)NCc2cccs2)c(C)o1
-2.1%,-0.3%,CCOC(=O)c1c(-c2ccc(C(C)C)cc2)csc1N
7.4%,1.6%,O=C(c1cnn2c(C(F)(F)F)cc(-c3ccco3)nc12)N1CCN(C(c2ccccc2)c2ccccc2)CC1
-1.9%,-5.1%,COc1ccc(-n2nc3cc(C)c(NC(=O)c4cc(Cl)c(OC)c(Cl)c4)cc3n2)cc1
-4.4%,-2.7%,COCCCn1c(SCC(=O)NC2CCCCC2)nnc1-c1ccncc1

4 entries from above, field by field.
Cc1cc(C(=O)NCc2cccs2)c(C)o1
  MKP-3 inhibition: -7.7%
  Hsp70 displacement: 4.6%
O=C(c1cnn2c(C(F)(F)F)cc(-c3ccco3)nc12)N1CCN(C(c2ccccc2)c2ccccc2)CC1
  MKP-3 inhibition: 7.4%
  Hsp70 displacement: 1.6%
Cc1ccc(NCCCC(=O)N/N=C/c2cccs2)cc1
  MKP-3 inhibition: -3.8%
  Hsp70 displacement: 4.7%
CCOc1ccc(/C=C2\SC(=S)N(CCC(=O)Nc3ccccn3)C2=O)cc1
  MKP-3 inhibition: 4.0%
  Hsp70 displacement: -1.4%

Next part.
MKP-3 inhibition,Hsp70 displacement,smiles
11.0%,14.3%,O=C1c2ccc3c4c(ccc(c24)C(=O)N1/N=C/c1ccco1)CC3
-1.8%,-1.5%,Cc1ccn2cc(C(=O)Nc3ccc4c(c3)OCCO4)nc2c1
-4.2%,4.6%,Cc1ccc(Nc2nc(Nc3cccc([N+](=O)[O-])c3)nc(SC(=S)N3CCOCC3)n2)cc1
nt,0.2%,CCOc1nc(Nc2ccc(OC)cc2)nc(OCC)n1
0.1%,0.8%&1.0%,NC(=O)NC(c1ccccc1)c1ccccc1
nt,2.6%,CCN(CC)S(=O)(=O)c1cccc(C(=O)Nc2cc(C)cc(C)c2)c1
3.4%,1.4%,CCCOc1ccc2c(oc(=O)c3ccccc32)c1C
nt,2.8%,Cc1ccccc1C(=O)c1cccn1CC(=O)NCCN1CCN(c2cccc(C)c2C)CC1

Six records picked at random from the list so far, as already listed:
MKP-3 inhibition,Hsp70 displacement,smiles
11.0%,14.3%,O=C1c2ccc3c4c(ccc(c24)C(=O)N1/N=C/c1ccco1)CC3
3.4%,1.4%,CCCOc1ccc2c(oc(=O)c3ccccc32)c1C
0.1%,0.8%&1.0%,NC(=O)NC(c1ccccc1)c1ccccc1
nt,2.6%,CCN(CC)S(=O)(=O)c1cccc(C(=O)Nc2cc(C)cc(C)c2)c1
nt,0.2%,CCOc1nc(Nc2ccc(OC)cc2)nc(OCC)n1
nt,2.8%,Cc1ccccc1C(=O)c1cccn1CC(=O)NCCN1CCN(c2cccc(C)c2C)CC1

(listing goes on)
MKP-3 inhibition,Hsp70 displacement,smiles
nt,-0.7%,CN(C)CC(C)(C)CNS(=O)(=O)c1cccc(Cl)c1Cl
nt,4.4%,O=C(Nc1ccc(S(=O)(=O)NCc2ccccc2)cc1)c1ccc(Br)o1
5.3%,0.0%,Cc1ccccc1NC(=O)C(=O)NCCN1CCNCC1
3.7%,-8.2%,COc1cc(C=C2C(=O)NC(=O)NC2=O)ccc1OS(=O)(=O)c1ccc([N+](=O)[O-])cc1
3.0%,3.2%,Cc1nnc(N/N=C/c2c(O)ccc3ccccc23)n1N
1.5%,-1.1%,CCOC(=O)N1CCN(C(=O)CSc2nnc(-c3ccc(C(C)(C)C)cc3)o2)CC1
-3.0%,nt,COc1ccc(-c2noc(CCC(=O)N3CCN(c4cc(C)ccc4C)CC3)n2)cc1
1.2%,-0.7%,Cc1c(Cl)cccc1-n1ncnc1-c1ccccc1Cl
3.9%,1.0%,CC1(C)CC(=O)C(C(C2=C(O)CC(C)(C)CC2=O)c2ccc(OCc3ccccc3)cc2)C(=O)C1 (stereo not given)
4.5%,0.6%,O=C(CN1C(=O)C2C3C=CC(C3)C2C1=O)NCCc1ccccc1 (stereo not given)
2.0%,0.0%,COc1ccccc1N1C(=O)c2ccc(C(=O)Nc3ccc(Br)cc3)cc2C1=O
-2.6%,1.0%,C=CCOn1c(=O)c(-c2cc3ccccc3o2)[n+]([O-])c2ccccc21
nt,-0.7%,Cc1ccccc1C(=O)NNC1=NCCC1
2.2%,-2.8%,O=[N+]([O-])c1c(N2CCCC2)ncnc1N1CCCC1
0.0%,1.5%,O=C(CSCc1ccc(Br)cc1)Nc1ccc(I)cc1
5.3%,-2.5%,C/C(=N\NC(=O)c1cc(C2CC2)[nH]n1)c1ccc([N+](=O)[O-])cc1
-0.2%,1.7%,O=c1cnnc(N/N=C/c2ccccc2[N+](=O)[O-])[nH]1
-4.3%,0.4%,O=C(CCC1COc2ccccc2O1)NCC1COc2ccccc2O1 (stereo not given)
-5.8%,0.1%,COC(=O)Cn1cc(C(=O)OC)c2ccccc21
-2.3%,0.8%,O=C(CC1Oc2ccccc2NC1=O)NCc1ccc(Cl)cc1 (stereo not given)
nt,3.0%,Cc1nn(Cc2ccc(C(=O)Nc3nc4c(C)cccc4s3)o2)c(C)c1Br
-2.8%,-1.6%,CCOc1ccc(N(CC(=O)NCC(C)C)S(=O)(=O)c2ccc(SC)cc2)cc1
-16.4%,nt,Cn1c2ccccc2c2c(C(=O)NCc3ccco3)cn(C3CCCCC3)c(=O)c21
-1.8%,4.5%,COc1cccc(-c2cc(C(=O)Nn3cnnc3)c3ccccc3n2)c1
nt,1.6%,O=S(=O)(Nc1cccnc1)c1ccc(Cl)cc1
3.4%,-0.7%,Cc1nn(C(=O)CCN2C(=O)c3ccccc3C2=O)c(C)c1Br
nt,-2.9%,CC1(C)C(=O)Nc2ccccc2N1C(=O)COC(=O)c1ccc(Cl)c(S(=O)(=O)NCc2ccccc2)c1
-7.4%,-2.4%,COc1ccc(-c2nnn(CC(=O)N(CC(=O)NCCC(C)C)Cc3cccs3)n2)cc1OC
-8.9%,8.3%,Cc1c(NC(=O)C(C)OC(=O)CC2Sc3ccccc3NC2=O)c(=O)n(-c2ccccc2)n1C (stereo not given)
-11.0%,2.1%,O=C1OCCC1Sc1nc2ccccc2[nH]1 (stereo not given)
-2.6%,1.1%,COC(=O)C1C2C=CC3(CN(CC4CCCO4)C(=O)C13)O2 (stereo not given)
1.5%,-1.2%,C#CCn1c(=NC(=O)c2cccs2)sc2cccc(OC)c21
nt,1.1%,CCOc1ccc(OCc2ccc(C(=O)NCc3cccnc3)o2)cc1
-4.9%,3.7%,COc1ccc(NC(=O)CNc2cccc(C#N)c2)cc1Cl
1.6%,3.5%,O=C(O)CSc1nnc2c(n1)[nH]c1ccccc12
-1.5%,1.4%,O=C(Cn1cnc2sc(-c3ccccc3)cc2c1=O)NCc1ccco1
-11.1%,-19.2%,CCOc1cc(C)c(Cl)cc1S(=O)(=O)n1nnc2ccccc21
nt,-0.9%,Cc1ccc(CC(=O)Nc2nc3ccccc3s2)cc1
-5.0%,-2.8%,COc1ccccc1-n1nnnc1S(=O)(=O)Cc1ccc(Cl)cc1
2.2%,-2.0%,COc1cc(Br)c(/C=C2\C(=O)N(c3cccc(C(=O)O)c3)N=C2C)cc1OC
-4.2%,4.6%,COc1ccc(NC(=O)c2cc(-c3cc(C)ccc3O)n[nH]2)cc1Cl
-4.5%,6.9%,Cn1c(=O)n(Cc2ccc(F)cc2)c(=O)c2c1nc1n2CCCN1Cc1ccccc1
0.1%,3.3%,C=CCNC(=O)C(=O)Nc1cc(OC)ccc1OC
1.5%,0.3%,Cc1ccc(N2C(=O)NC(=O)/C(=C\c3ccsc3)C2=O)cc1
-11.2%,6.7%,COc1ccccc1N(CC(=O)NC1CCCC1)C(=O)CCC(=O)Nc1cc(C)on1
0.5%,-1.3%,CC(C)N1C(=O)/C(=C/C=C/c2ccc([N+](=O)[O-])cc2)SC1=S
3.1%,3.8%,CC(=O)Nc1ccc(NC(=O)c2ccc(N3C(=O)c4ccc(C(=O)Nc5ccc(NC(C)=O)cc5)cc4C3=O)cc2)cc1
-0.1%,-2.0%,O=S(=O)(NC(c1cccs1)C(Cl)(Cl)Cl)c1ccc(Cl)cc1 (stereo not given)
-0.3%,-2.0%,O=C(c1cnn2c1NC(c1ccc(Br)cc1)CC2C(F)(F)F)N1CCN2CCCC2C1 (stereo not given)
2.9%,-2.8%,CCOC(=O)N1CCN(C(=O)c2cccc(NC(=O)c3ccco3)c2)CC1
0.2%,-3.5%,COC(=O)c1cc(NC(=O)c2c(-c3ccccc3Cl)noc2C)cc(C(=O)OC)c1
7.1%,-134.3%,CN(C)c1ccc(/C=C2\SC(=S)N(c3cccc(C(=O)O)c3)C2=O)cc1
2.7%,-4.0%,CCCC(=O)N1CCN(c2ccc(C(C)=O)cc2F)CC1
nt,0.7%,Cc1ccc2c(c1)N(C(=O)NC1CCCCC1)C(C)(C)CC2C (stereo not given)
nt,2.5%,COc1ccc(NC(=O)C2CCN(S(=O)(=O)c3ccc(OC)c(OC)c3)CC2)cc1
-8.0%,5.9%,Cc1cc(NCCCN2CCOCC2)n2ncc(-c3ccccc3)c2n1

Next part
MKP-3 inhibition,Hsp70 displacement,smiles
-7.6%,6.2%,CCOc1ccc(NC(=O)CC2S/C(=N\N=C(/C)c3cccc(NC(C)=O)c3)NC2=O)cc1 (stereo not given)
2.3%,-6.1%,COc1ccc(/C=C2/C=C(c3ccc(OC)c(OC)c3)OC2=O)cc1OC
nt,10.0%,Cc1cc(C)n(C(=O)CCNC(=O)c2ccccc2Cl)n1
-5.5%,-8.0%,C=CCOC(=O)C1=C(C)NC(=O)NC1C1CC=CCC1 (stereo not given)
-0.9%,1.7%,COc1ccc(-c2csc(N3CCN(C(=O)c4ccco4)CC3)n2)cc1
-11.5%,nt,O=C(CCN1CCc2ccccc2C1)Nc1ccccc1F
2.8%,0.4%&-4.5%,Cc1cn(C(=O)C(C)N2C(=O)c3ccccc3C2=O)c(C)n1 (stereo not given)
nt,0.7%,Cc1c(NS(=O)(=O)c2cccc(C(=O)NCc3ccncc3)c2)c(=O)n(-c2ccccc2)n1C
nt,-3.1%,CC(=O)N1N=C(c2cccc(Cl)c2)OC1c1ccc(C(C)C)cc1 (stereo not given)
nt,22.5%,Oc1c(Cl)cc(Cl)cc1/C=N/c1nccs1
